FID counter: counter-screen for HCV NS3 helicase inhibitors: DNA intercalator displacement; DNA fluorescent intercalator displacement, fluorescence; inhibition, % at 7.9 µM; 290,000 compounds, 0.17% hits; AID 1845; in the data active means inhibition above about 37%;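 further: 0% = vehicle and 100% = reference compound; higher means more ethidium bromide displaced from hairpin DNA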
MEKK2 mut-MEK5: signal of MEK5 binding to mutant human MEKK2 PB1 domain; 290,000 compounds, 0.35% hits; bead flow cytometry, Alexa488-MEK5 binding to MEKK2 mutant; percent response, % at 10 µM; in the data active means percent response above about 24%, passing the limit was not always enough; further: inactives centre near 1; some results filed as inactive read as strong as hits
MEKK2 WT-MEK5: raises or lowers MEK5 binding to wildtype human MEKK2 PB1 domain; 290,000 compounds, 1.1% hits; bead flow cytometry, Alexa488-MEK5 binding to MEKK2 WT; actives lie on both sides; Q9Y2U5; AID 1531; binding response (% of control), % at 10 µM; in the data active means binding response below about 67% or above about 130%
SUMO HTRF inh: inhibitors of human SUMOylation (UBC9) | P63279 | HTRF SUMOylation assay, SAE1/SAE2 + UBC9, in vitro | inhibition, % at 35 µM | 290,000 compounds, 0.36% hits; in the data active means inhibition above about 50%, passing the limit was not always enough; further: strong numbers were not always called active
Target sequence (P63279 whole entry, looked up): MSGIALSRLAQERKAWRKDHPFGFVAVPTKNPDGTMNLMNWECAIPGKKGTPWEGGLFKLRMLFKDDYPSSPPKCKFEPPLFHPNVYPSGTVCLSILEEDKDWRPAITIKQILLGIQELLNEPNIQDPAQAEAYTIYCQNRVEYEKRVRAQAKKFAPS
GalR3 antagonist: antagonists of human GalR3 | inhibition, % at 3 µM | HEK293 GalR3-CNG cAMP membrane potential fluorescence; galR3 body fused to GalR1 C-terminus | O60755 | 360,000 compounds, 0.44% hits;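 active means inhibition above the screen-wide average plus 3 SD, cut at about 13% in these data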;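 further: forskolin and galanin both at EC90 stimulate the cells; cAMP rise reported by CNG channel membrane potential dye signal; 0% = forskolin plus galanin with DMSO and 100% = forskolin alone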
Target sequence (O60755 1-299 limits assumed): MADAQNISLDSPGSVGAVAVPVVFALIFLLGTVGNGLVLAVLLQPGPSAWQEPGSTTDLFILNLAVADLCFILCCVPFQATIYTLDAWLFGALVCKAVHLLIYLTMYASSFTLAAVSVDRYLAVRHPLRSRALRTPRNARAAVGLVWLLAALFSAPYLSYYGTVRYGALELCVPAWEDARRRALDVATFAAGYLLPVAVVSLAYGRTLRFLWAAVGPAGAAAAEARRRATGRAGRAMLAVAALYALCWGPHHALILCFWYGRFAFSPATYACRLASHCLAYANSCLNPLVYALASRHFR
CRFR2-BP ag: CRF-BP/CRF-R2 complex agonism | activation, % at 13.2 µM | HEK293 CRF-R2/CRF-BP, calcium dye fluorescence (FLIPR); percent of saturating CRF peptide response | 350,000 compounds, 0.46% hits;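 active means activation of at least 50%, plus an integration ratio under a set limit after plate pattern correction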;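 further: plate controls were neutral control wells without compound for no effect and CRF at EC100 for full effect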
CRFBP-R2 block: blocks CRF-induced signaling of the CRF-BP/CRF-R2 complex. HEK293 CRF-R2/CRF-BP, CRF-induced calcium fluorescence. inhibition, % at 11.8 µM. 350,000 compounds, 0.59% hits;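 active means inhibition of the ligand-induced calcium signal above about 50% at the single tested concentration, limit read from the data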
MEKK3 PB1 HTS: modulators (inhibitors or enhancers) of MEK5 binding to human MEKK3 PB1 domain. Q99759. 290,000 compounds, 1.4% hits. bead-based flow cytometry, Alexa488-MEK5 binding to MEKK3; actives lie on both sides; 0 = blocked by unlabeled MEK5, 100 = vehicle. AID 1529. binding response (% of control), % at 10 µM;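 active means binding response more than 3 SD above or below the average of its plate-row segment, actives on both sides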;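 further: Alexa488 bead fluorescence after subtracting the streptavidin-only scavenger bead signal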
Target sequence (Q99759 whole entry, looked up, the tested form may be a part): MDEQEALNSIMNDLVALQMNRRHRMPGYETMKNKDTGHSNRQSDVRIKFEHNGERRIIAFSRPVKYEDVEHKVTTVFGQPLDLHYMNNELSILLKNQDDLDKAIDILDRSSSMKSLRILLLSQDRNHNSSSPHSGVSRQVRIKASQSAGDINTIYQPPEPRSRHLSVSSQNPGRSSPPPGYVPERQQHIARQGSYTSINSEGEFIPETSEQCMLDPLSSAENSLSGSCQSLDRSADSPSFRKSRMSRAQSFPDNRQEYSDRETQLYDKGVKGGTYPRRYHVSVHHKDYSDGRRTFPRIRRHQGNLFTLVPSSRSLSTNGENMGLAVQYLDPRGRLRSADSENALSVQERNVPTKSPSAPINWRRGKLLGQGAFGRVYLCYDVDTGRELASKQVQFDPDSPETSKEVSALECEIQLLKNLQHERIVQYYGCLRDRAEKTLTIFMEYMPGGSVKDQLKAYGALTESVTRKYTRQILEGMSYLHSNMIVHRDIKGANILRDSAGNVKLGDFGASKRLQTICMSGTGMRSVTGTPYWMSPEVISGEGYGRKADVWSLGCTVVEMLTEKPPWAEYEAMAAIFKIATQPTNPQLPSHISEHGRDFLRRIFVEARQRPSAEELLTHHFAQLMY
NS3 helicase inh: HCV NS3 helicase inhibition | inhibition, % at 10.9 µM | 290,000 compounds, 0.56% hits | NS3 helicase DNA unwinding, Cy5 molecular beacon fluorescence;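 active means inhibition above the mean of all tested compounds plus 3 SD, set per campaign, cut at about 35% in these data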;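 further: 0% = DMSO wells and 100% = thioflavine S control wells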
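assay system = NS3 helicase fragment of HCV | buffer or medium = MOPS pH 6.5, MgCl2, DTT, Tween20, BSA | timing = 60 min unwinding reaction at 25 °C after ATP addition | signal = Cy5 beacon fluorescence read at start and 1 h | read-out basis = % inhibition of unwinding | control set = low DMSO, high thioflavine S at 110 µM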
* hit, by the source's call; x = not tested or not shown.

SMILES | FID counter | MEKK2 mut-MEK5 | MEKK2 WT-MEK5 | SUMO HTRF inh | GalR3 antagonist | CRFR2-BP ag | CRFBP-R2 block | MEKK3 PB1 HTS | NS3 helicase inh
COC(c1ccccc1)c1nnc(CCC(=O)NCCc2ccc(Cl)cc2)o1 (centres undefined) | -31 | 1 | 103 | 2 | -4 | -0.6 | 2 | 104 | 3
CCOc1ccc(NC(=O)N(CCN(C)C)C(C)c2ccncc2)cc1 (centres undefined) | 1 | -3 | 102 | 19 | 0 | -0.7 | 18 | 98 | 6
CC(=O)N1CCN(c2ccccc2NC(=O)c2cc(Br)ccc2Cl)CC1 | -29 | -3 | 100 | 9 | -2 | -1.3 | 5 | 100 | -5
C/C(=N\Nc1ncc(Cl)cc1Cl)c1ccc(S(=O)(=O)NCc2ccco2)cc1 | -4 | 8 | 125 | 2 | -4 | 0.3 | 0 | 108 | 14
O=C(Nc1ccc2[nH]ncc2c1)c1ccccc1Cl | 1 | 1 | 103 | 11 | -13 | -1.1 | 10 | 101 | -3
Cc1ccc(CS(=O)Cc2ccc(C(=O)NC3CCCC(C)C3C)o2)cc1 (centres undefined) | -49 | 2 | 104 | 7 | -1 | -2.4 | -2 | 104 | -1
CC(=O)C(Sc1nc(NC(C)(C)C)nc(N(C)C)n1)C(C)=O | -12 | 1 | 103 | 0 | -3 | 4.6 | 13 | 104 | -13
CCOC(=O)Cc1csc(NC(=O)COc2ccc3c(C)cc(=O)oc3c2)n1 | -22 | -5 | 92 | -8 | -4 | -0.3 | 11 | 92 | 13
CNS(=O)(=O)c1cccc(C(=O)OCC(=O)N(CCC#N)c2ccccc2)c1 | -11 | -1 | 96 | -6 | -5 | 0.6 | 4 | 100 | -3
CNC(=S)N(Cc1ccccc1)Cc1cccnc1 | -1 | -3 | 102 | 16 | -3 | -0.1 | -19 | 101 | -12
C#CCN1C(=O)C2C(C(=O)NC)C3C=CC2(O3)C1C(=O)NCc1ccc(OC)cc1 (centres undefined) | -2 | 3 | 101 | 21 | -2 | -0.9 | 13 | 97 | -5
Cc1ccc(-c2nc3ccccc3o2)cc1NC(=O)c1ccc2c(c1)OCO2 | -2 | -2 | 97 | 58* | -9 | 2.3 | 32 | 97 | -4
Cc1cc(C)n(-c2ccc([N+](=O)[O-])cc2)n1 | 1 | -1 | 104 | -10 | -7 | -0.6 | -13 | 112 | 4
Cn1c(N2CCN(c3ccccn3)CC2)nc2c1c(=O)n(Cc1ccccc1Cl)c(=O)n2C | -1 | 2 | 101 | x | 2 | 1.9 | 1 | 100 | 0
CCOC(=O)c1cnc2c(OC)cccc2c1N1CCN(c2ccccn2)CC1 | -24 | 0 | 101 | 11 | 9 | -1.0 | -7 | 100 | 3
Cc1ccc(NC(=S)N(CCCN2CCCC2)Cc2cccn2Cc2ccc(Cl)cc2)cc1Cl | 35 | 25 | 317* | -25 | -3 | 7.4 | -7 | 112 | -72
CN(C)/C=C(\C(=O)c1ccccc1)c1nnnn1-c1ccccc1 | -3 | 8 | 105 | 11 | -4 | 0.0 | -13 | 103 | -5
CCN1C(=O)N(S(=O)(=O)c2ccc(C)cc2)[C@@H](c2ccccc2)C(C(=O)OC)=C1C | x | 3 | 91 | 1 | -7 | -1.0 | 9 | 106 | x
CC(=O)c1c(N2CCCCC2)nc(=O)n(-c2ccccc2)c1C | -8 | 20 | 114 | 5 | -1 | 2.2 | -11 | 106 | 3
O=C(O)/C=C/C(=O)N1N=C(c2ccco2)CC1c1ccco1 (centres undefined) | -3 | -1 | 103 | 0 | 1 | -0.1 | -9 | 102 | 7
C=C1CCN([C@@H](Cc2ccccc2)C(=O)NCCCc2ccccc2)S(=O)(=O)c2ccccc21 | x | 4 | 105 | x | -8 | 2.1 | -4 | 104 | x
CNCC(O)COc1ccccc1 (centres undefined) | 0 | 0 | 96 | 12 | -2 | 3.0 | -7 | 96 | -7
CCc1ccc(CN2CCN(c3ncccn3)CC2)cc1 | 8 | 12 | 108 | 2 | -12 | -0.8 | 1 | 104 | 9
CC(=O)C1C(c2ccc(F)cc2)c2c(noc2C)CC1(C)O (centres undefined) | -5 | -11 | 89 | 37 | -2 | 2.4 | -2 | 90 | 3
COc1ccc(CNC(=O)CN(CC2CCCO2)C(=O)CNS(=O)(=O)c2ccc(C)cc2)cc1 (centres undefined) | -27 | 10 | 108 | 13 | -1 | -4.2 | 47 | 105 | 5
(list continues)
SMILES | FID counter | MEKK2 mut-MEK5 | MEKK2 WT-MEK5 | SUMO HTRF inh | GalR3 antagonist | CRFR2-BP ag | CRFBP-R2 block | MEKK3 PB1 HTS | NS3 helicase inh
Cc1noc(C)c1CSc1nnc2sc3ccccc3n12 | -4 | 4 | 100 | 11 | -1 | 1.4 | -25 | 107 | 6
CN(Cc1c(C(=O)N/N=C/c2cccc(F)c2)nnn1-c1nonc1N)C1CCCCC1 | -9 | 2 | 102 | -2 | -8 | 0.3 | -9 | 103 | 12
O=C(Nc1cc([N+](=O)[O-])ccc1Cl)c1ccc2c(c1)OCO2 | -1 | -4 | 100 | 8 | -5 | 0.4 | -14 | 99 | -4
O=C(c1ccccc1)C1CCN(C(=O)Nc2ccccc2)CC1 | -7 | 5 | 104 | 3 | -1 | 3.9 | -2 | 103 | 3
O=C1ON=C(c2ccccc2)/C1=C/c1ccc(O)cc1 | -3 | 3 | 107 | 21 | 1 | 10 | -16 | 110 | 10
Cc1cc(NC(=O)c2cc3cccc([N+](=O)[O-])c3[nH]2)ccc1F | 17 | -5 | 91 | 9 | 1 | -5.3 | -24 | 93 | -4
NC(=O)CSc1cn(Cc2cccc(F)c2)c2ccccc12 | -12 | -1 | 99 | 15 | -4 | -1.2 | -14 | 98 | -6
Cc1ccc(CN2CCC(Oc3ccc(C(=O)NCc4ccccn4)cc3)CC2)o1 | 3 | 6 | 112 | -10 | -1 | -0.6 | 3 | 102 | 2
CC(=O)c1ccc(Oc2cc(C)nc(-n3nc(C)cc3C)n2)cc1 | -16 | 6 | 104 | -3 | 6 | 0.4 | 2 | 108 | -3
COc1ccc(Cl)cc1NC(=O)C1CC(c2c(F)cccc2Cl)=NO1 (centres undefined) | -12 | 9 | 106 | 3 | -9 | 3.4 | -11 | 101 | -4
O=C(NCCc1ccco1)C(=O)NCC1OCCCN1S(=O)(=O)c1ccc(Cl)cc1 (centres undefined) | -30 | 8 | 108 | 12 | -2 | 0.0 | -6 | 103 | 8
CCCCNC(=O)c1ccccc1NS(=O)(=O)c1ccc2c(c1)OCCO2 | -12 | -1 | 98 | 4 | -4 | 0.4 | -8 | 106 | 0
O=c1[nH]c(CCl)nc2cc(-c3ccc(Cl)cc3)sc12 | 2 | -2 | 99 | 20 | 3 | -1.1 | -7 | 100 | -9
CC(C)CC(NC(N)=O)C(=O)Nc1cccc([N+](=O)[O-])c1 (centres undefined) | -1 | -4 | 84 | 10 | -7 | -1.6 | 6 | 102 | -15
C=C(C)C1CC=C(CN2CCN(Cc3ccccc3)CC2)CC1 (centres undefined) | 11 | 10 | 112 | 9 | -9 | -4.1 | 0 | 106 | -9
CCOC(=O)/C=C(C)\C=C\c1c[nH]c2ccccc12 | -17 | -3 | 108 | -8 | -2 | -0.9 | 7 | 109 | 45*
O=C(Cc1c[nH]c2ccccc12)NNC(=O)c1ccccc1 | 0 | 8 | 105 | 0 | -2 | -1.5 | 13 | 93 | 11
CCOc1ccc(C(=O)C(CN2CCOCC2)c2ccccc2)cc1 (centres undefined) | -5 | -4 | 99 | -10 | -11 | -1.5 | -7 | 103 | -7
COc1ccc(C2C(C#N)=C(N)OC3=C2C(=O)CCC3)c(OC)c1OC (centres undefined) | -3 | 0 | 102 | 4 | -2 | 3.0 | 2 | 102 | -15
CC1(C)CC(=O)C(C=NCCN2CCN(C(=O)C34CC5CC(CC(C5)C3)C4)CC2)=C(O)C1 | x | 3 | 109 | 1 | 0 | -2.5 | 4 | 106 | x
O=C(N/N=C/c1ccccc1F)c1cccc(NC(=O)c2ccccc2Cl)c1 | -29 | -2 | 98 | -7 | -10 | -1.0 | -6 | 98 | -16
Cc1ccc(N2C(=O)N(CC(=O)Nc3ccc(C)c(C)c3[N+](=O)[O-])C(=O)C2C)cc1 (centres undefined) | -6 | -1 | 104 | 16 | -4 | -0.9 | -6 | 106 | -7
Cc1nn(CC(=O)NCc2ccco2)c(C)c1[N+](=O)[O-] | -1 | -3 | 100 | 0 | 8 | -0.7 | 0 | 103 | 15
Cc1ccc(OCC(=O)NCCNC(=O)c2ccncc2)cc1C | -10 | -8 | 93 | 4 | -9 | -0.7 | 5 | 96 | 24
Cc1ccc(Cl)c(OC(=O)c2nn(C(C)C)c(=O)c3ccccc23)c1 | 4 | 9 | 114 | 8 | -4 | 0.1 | -16 | 99 | -7

Record cards (already shown).
O=c1[nH]c(CCl)nc2cc(-c3ccc(Cl)cc3)sc12 is listed with FID counter: 2; MEKK2 mut-MEK5: -2; MEKK2 WT-MEK5: 99; SUMO HTRF inh: 20; GalR3 antagonist: 3; CRFR2-BP ag: -1.1; CRFBP-R2 block: -7; MEKK3 PB1 HTS: 100; NS3 helicase inh: -9
O=C1ON=C(c2ccccc2)/C1=C/c1ccc(O)cc1 is listed with FID counter: -3; MEKK2 mut-MEK5: 3; MEKK2 WT-MEK5: 107; SUMO HTRF inh: 21; GalR3 antagonist: 1; CRFR2-BP ag: 10; CRFBP-R2 block: -16; MEKK3 PB1 HTS: 110; NS3 helicase inh: 10

For reference, 2 of the compounds above:
SMILES | FID counter | MEKK2 mut-MEK5 | MEKK2 WT-MEK5 | SUMO HTRF inh | GalR3 antagonist | CRFR2-BP ag | CRFBP-R2 block | MEKK3 PB1 HTS | NS3 helicase inh
Cc1noc(C)c1CSc1nnc2sc3ccccc3n12 | -4 | 4 | 100 | 11 | -1 | 1.4 | -25 | 107 | 6
CN(Cc1c(C(=O)N/N=C/c2cccc(F)c2)nnn1-c1nonc1N)C1CCCCC1 | -9 | 2 | 102 | -2 | -8 | 0.3 | -9 | 103 | 12

Remaining list, next part.
SMILES | FID counter | MEKK2 mut-MEK5 | MEKK2 WT-MEK5 | SUMO HTRF inh | GalR3 antagonist | CRFR2-BP ag | CRFBP-R2 block | MEKK3 PB1 HTS | NS3 helicase inh
COC(=O)/C(=C/c1c[nH]c2ccccc12)[N+](=O)[O-] | 3 | 0 | 96 | 2 | -9 | 1.6 | -23 | 98 | 1
O=C(/C=C/c1ccccc1F)N1CCN(c2ccccn2)CC1 | -17 | 6 | 112 | 12 | -1 | -0.1 | -6 | 106 | 6
N#Cc1cc(S(=O)(=O)c2ccccc2)c(N)[nH]c1=O | -6 | 3 | 112 | 25 | 5 | -3.6 | 18 | 112 | -1
COC(=O)C1=C(C(=O)OC)SC2(S1)C(C(=O)OC)=C(C(=O)OC)SC1=C2c2cccc(C)c2NC1(C)C | -26 | 0 | 97 | 21 | 8 | 5.1 | 5 | 103 | 2
Cc1c(C)c2ccc(OC(C)C(=O)N3C[C@H]4C[C@@H](C3)c3cccc(=O)n3C4)c(C)c2oc1=O (some centres undefined) | -22 | 1 | 101 | 12 | -8 | -1.2 | 12 | 102 | -1
CN1C(=O)C(CC(=O)NCCc2ccccc2)N(NC(=O)c2ccc(Cl)cc2)C1=S (centres undefined) | -18 | -1 | 99 | 11 | 0 | -0.9 | -4 | 101 | 11
COc1ccc(O)c(/C=N/n2c(-c3ccco3)csc2=Nc2cccnc2)c1 | 1 | 2 | 104 | 16 | -1 | 1.7 | 10 | 104 | 14
O=c1[nH]c(C2CCCN(S(=O)(=O)c3cccc(Cl)c3)C2)nc2c1nnn2Cc1ccc2c(c1)OCCO2 (centres undefined) | -42 | 3 | 98 | x | -2 | 1.4 | 11 | 101 | -4

This is a subset. The share of hits here may be higher or lower than overall.
